CFTR F508del cor: F508del CFTR correction, initial screen, CFBE line, single point. CFBE cells, YFP halide quenching; stimulated with forskolin plus potentiator P3; % fluorescence drop versus neutral controls. activity (quench increase), % at 7.58 µM. 0.36% of 350,000 active. AID 720511, 2013;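 active = mean added fluorescence quench of at least 8% versus neutral control, with both replicates also reaching 8%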;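 also: cells transiently co-express mutant CFTR-F508del with the halide-sensitive YFP; corrector assay measuring rescue of mutant channel to the surface after 24 h compound exposure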
PGC1a acetyl inh: inhibitors of PGC1a acetylation signal, primary screen, cell-based, U2OS, AlphaScreen, inhibitor mode; 0.17% of 350,000 active; inhibition, % at 15.6 µM; AlphaScreen anti-acetyl-lysine; with virally co-expressed GCN5 acetyltransferase;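 active = every replicate shows inhibition of at least 40%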;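 also: 0% = neutral control wells and 100% = positive control wells; some results beyond the cut were filed as inactive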
GSIS activator: GLuc luminescence reporter in INS-1E cells, primary screen for activators of glucose-dependent secretion of insulin | INS-1E GLuc reporter insulin secretion, 2-3 h | activation, % at 16.6 µM | 0.61% of 370,000 active;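 active = lowest replicate activation of at least 40%, so every replicate reaches that level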;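 also: 0% = median of neutral control wells and 100% = median of IBMX positive control wells; some compounds called inactive have numbers as strong as hits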
PglD inh: C. jejuni PglD acetyltransferase inhibitors, primary screen, biochemical, DTNB colorimetric, single point | UDP-N-acetylbacillosamine N-acetyltransferase PglD (Campylobacter jejuni) | purified PglD enzyme, DTNB colorimetric CoA detection | inhibition, % at 12.5 µM | 0.098% of 360,000 active | AID 602405, 2012; in the data active = inhibition above about 16%, passing the limit was not always enough; also: strong numbers were not always called active
Cneo AK release: Cryptococcus neoformans cell lysis inducers, primary screen, AK release luminescence, single concentration | C. neoformans lysis, adenylate kinase release luminescence, 4 h; normalised: neutral wells 0, clomiphene wells 100 | lysis activity, % at 15 µM | 0.2% of 360,000 active | AID 651654, 2012;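 active = mean lysis activity across replicates of at least 80%, whatever share of replicates individually reach that level; inactive = mean lysis activity below 80%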
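Assay system: C. neoformans cells. Amount: yeast cell density of 5 × 10^6 cells/mL. Technique: AK luminescence. Buffer or medium: YPD. Times: static 4 h at 37 °C with compound, 1 h detection. Dosing: single-point compound dose. Read-out: lysis from increased AK signal.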
miR122 inh: miR-122 Renilla sensor signal increase in Huh7, primary screen, miR-122 inhibitor project, cell-based, single point, plate reader; 0.3% of 340,000 active; activation (reporter increase), % at 12.5 µM; AID 602342, 2012; Huh7 miR-122 Renilla luciferase sensor, 48 h; neutral wells = 0, positive control = 100;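 active = mean replicate activation score at least 90 and every replicate individually at or above 90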;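 also: higher luciferase means less miR-122 activity so hits act as miR-122 inhibitors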
C2C12 statin: suppressors of statin myotoxicity in C2C12 myotubes, primary screen, cell-based, single point, plate reader; 0.78% of 330,000 active; C2C12 myotubes + simvastatin, ATP luminescence, 48 h; scaled: DMSO 0, geranylgeraniol control 100; rescue of ATP level, % at 7.49 µM;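 active = mean ATP rescue above about 67%, or every replicate alone reaching that limit, limit read from the data, passing the limit was not always enough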;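 also: myotubes were challenged with 10 µM simvastatin during compound exposure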
FN deposition inh: inhibitors of fibronectin matrix deposition, primary screen, AH1F cells, Alexa488-fibronectin fluorescence, plate reader | 0.086% of 350,000 active | AID 743247, 2014 | inhibition, % at 12.6 µM | AH1F fibroblasts, overnight;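 active = mean inhibition across replicates of 30% or more, regardless of how many single replicates reach that level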;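 also: positive control wells lacked labelled fibronectin entirely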
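Material: AH1F fibroblast monolayer depositing Alexa488-labelled fibronectin into matrix / Amount: 10000 AH1F cells per well / Signal: fluorescence 485/525 nm / Medium: DMEM, 2% serum / Compound: single dose, pinned / Incubation: 1 h cell adhesion before compound, then overnight fibronectin incubation / Reagent: Alexa488-FN, 24 nM final / Read-out: inhibition of fibronectin deposition signal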
* = called active by the depositor; · = not tested or not shown; [ ] = remark or other dose.

SMILES	CFTR F508del cor	PGC1a acetyl inh	GSIS activator	PglD inh	Cneo AK release	miR122 inh	C2C12 statin	FN deposition inh
CC(C)(O)C#Cc1ccc([C@@H]2[C@@H](CO)N3CCCCN(S(C)(=O)=O)C[C@H]23)cc1	3.2	-7.4	4.5	0.9	0.4	9.3[16.7 µM]	-5.7	-6.4
CCCCn1c(N)c(N(CCC(C)C)C(=O)c2ccc([N+](=O)[O-])o2)c(=O)[nH]c1=O	-3.0	·	16.0	0.2	-3.4	·	-4.6	-5.0
O=C(CSc1nnc(-c2c[nH]c3ccccc23)n1-c1ccc(F)cc1)NCc1ccco1	-0.8	-9.6	-43.2	-0.7	-4.2	-8.5	50.3	·
CCCn1c(SCC(=O)Nc2nnc(C)s2)nnc1-c1ccoc1C	·	-2.1	·	-9.8	0.8	1.1	11.6	-2.4
Cc1noc(C)c1NC(=O)N(C)C[C@H]1Oc2ccc(NS(=O)(=O)c3ccccc3)cc2CC(=O)N([C@H](C)CO)C[C@@H]1C	-2.0	7.0	11.0	1.0	-12.4	1.9[16.7 µM]	6.9	1.4
O=C1c2cccc3cccc(c23)C(=O)N1CCN1CCN(CC(O)COc2ccccc2)CC1 (stereo unspecified)	·	7.6	5.0	0.9	0.3	-0.1	18.4	-6.2
COc1cccc(/C=C/C(=O)Nc2ccc(N3CCOCC3)cc2)c1OC	1.3	13.3	4.7	-6.4	-0.5	12.8	·	-2.3
N#C/C(=C(/O)COC(=O)c1ccc2c(c1)OCCO2)c1nc2ccccc2[nH]1	·	4.4	·	1.5	-1.6	7.8	·	3.7
CC(C)C(NC(=O)/C(=C/c1ccco1)NC(=O)c1ccc(Br)o1)C(=O)O (stereo unspecified)	-0.3	-8.2	15.1	4.2	-3.1	-2.4	-3.0	0.3
O=C(C[C@@H]1C[C@H]2c3cc(NC(=O)c4cccnc4)ccc3O[C@H]2[C@H](CO)O1)NCCc1ccccc1	-1.7	-0.5	-3.8	-1.2	4.6	7.1[16.7 µM]	-4.0	·
Cc1cccc(N=Nc2c(N)n[nH]c2-c2ccc(Cl)cc2)c1	·	-19.1	·	-0.9	-2.0	3.5	-0.3	·
Cc1ccc(C)n1-c1nccc(-c2ccco2)n1	-1.8	29.1	9.2	4.0	4.1	-1.2	0.3	-9.8
COc1cc(C(=O)Nc2cccc(-n3cnnn3)c2)cc(Cl)c1OC	0.0	-5.1	2.6	7.7	3.2	-2.0	-8.4	0.3
COCC(=O)N1C[C@H](C)[C@H](OC)CN(C)C(=O)c2cc(NC(=O)c3ccc(F)cc3)ccc2OC[C@@H]1C	2.7	-17.3	1.7	-2.9	-1.8	-0.1[16.7 µM]	0.9	13.2
C[C@@H]1CCCCO[C@@H](CN(C)S(=O)(=O)c2ccc(Cl)cc2)[C@@H](C)CN([C@@H](C)CO)C(=O)c2cc(NS(=O)(=O)c3ccc(F)cc3)ccc2O1	2.1	-25.1	1.2	1.3	49.5	-3.8[16.7 µM]	4.5	6.0
O=C(O)CC(Cc1ccc(Br)cc1)C(=O)O (stereo unspecified)	·	9.8	10.9	3.1	2.1	-2.9	23.9	·
C[C@H](CO)N1C[C@H](C)[C@H](CN(C)C(=O)Nc2ccc3c(c2)OCO3)Oc2ccc(NC(=O)CCN3CCOCC3)cc2C1=O	1.5	-5.5	8.8	-6.7	8.9	2.0[16.7 µM]	-19.9	·
CN(c1cccc(NC(=O)COc2ccccc2)c1)S(C)(=O)=O	·	3.7	·	-2.3	-0.7	12.6	6.9	0.6
CC(Sc1ccc(S(=O)(=O)N2CCN(C)CC2)cn1)C(=O)NC1CCCC(C)C1C (stereo unspecified)	-1.2	·	-4.1	3.1	-0.6	1.4	-4.6	·
CCCNC(=O)N1C[C@H](O)COC[C@@H]2O[C@@H](CC(=O)N3CCN(C)CC3)CC[C@H]21	0.4	5.3	1.9	-3.7	3.6	-4.7[16.7 µM]	10.2	-1.5

A few values from above.
Result of `O=C(O)CC(Cc1ccc(Br)cc1)C(=O)O` (stereo unspecified) in GSIS activator: 10.9
Result of `CC(C)(O)C#Cc1ccc([C@@H]2[C@@H](CO)N3CCCCN(S(C)(=O)=O)C[C@H]23)cc1` in Cneo AK release: 0.4

New compounds follow
SMILES	CFTR F508del cor	PGC1a acetyl inh	GSIS activator	PglD inh	Cneo AK release	miR122 inh	C2C12 statin	FN deposition inh
CC1Cc2ccccc2N1C(=O)c1ccc(N2CCCCC2)c([N+](=O)[O-])c1 (stereo unspecified)	-2.1	7.7	-6.9	-6.6	-2.1	21.4	·	0.1
Cc1cc(C)nc(NS(=O)(=O)c2ccc(NC(=O)c3ccccc3[N+](=O)[O-])cc2)n1	0.0	-0.8	3.3	4.2	3.6	-0.6	-2.7	4.6
CCOc1cc(C2C3=C(CC(C)(C)CC3=O)OC3=C2C(=O)CC(C)(C)C3)cc([N+](=O)[O-])c1O	0.6	-5.9	16.0	·	·	·	·	-4.4
COc1cc(N/N=C/c2ccccc2O)ncn1	·	·	4.7	0.6	-2.2	-8.7	·	·
CN1CCN(CC(O)COc2ccc(OCC(O)CN3CCN(C)CC3)cc2)CC1 (stereo unspecified)	·	3.5	·	-1.0	-1.9	3.9	-0.4	-7.7
O=C(CSc1nc2c([nH]c3ccccc32)c(=O)n1-c1ccc(F)cc1)NCc1ccco1	-1.8	-16.1	-6.2	1.7	1.3	6.9	-8.3	-4.3
COc1ccc(C(=O)C2CCCN(Cc3cccn3-c3nccs3)C2)cc1OC (stereo unspecified)	0.7	11.0	80.8*	7.4	-0.6	0.8	-14.3	-2.7
C[C@H](CO)N1C[C@H](C)[C@@H](CN(C)C)Oc2ccc(NC(=O)Nc3cccc4ccccc34)cc2CC1=O	3.3	-2.5	-2.3	0.9	32.1	0.2[16.7 µM]	-11.5	·
CCOC(=O)C1=C(C)OC(N)=C(C#N)C1c1ccc(O)c(OC)c1 (stereo unspecified)	·	3.8	·	3.1	10.8	-1.4	-17.7	-7.7
COc1ccc2c(=O)cc(-c3ccccc3F)oc2c1	-2.3	-8.9	3.3	0.6	-2.5	2.4	4.0	2.7
COc1ccc(S(=O)(=O)Nc2cccc3c2O[C@@H](CN(C)CC2CC2)[C@H](C)CN([C@@H](C)CO)C3=O)cc1	-3.2	-3.3	0.7	2.6	8.8	-3.3[16.7 µM]	-4.8	·
COc1ccc2oc(C(=O)OCC(=O)NC3CCS(=O)(=O)C3)c(C)c2c1 (stereo unspecified)	1.7	-0.4	5.3	-1.0	0.3	-3.6	3.4	5.9
COc1ccc(CN(C)C[C@H]2OCCCC[C@H](C)Oc3ccc(N(C)C)cc3C(=O)N([C@H](C)CO)C[C@H]2C)cc1	-3.8	-16.3	-0.6	-0.2	2.4	-1.2[16.7 µM]	-15.1	·
CC[n+]1c(/C=C2\C=C(C)CC(C)(C)C2)sc2ccccc21	·	·	3.8	-3.8	-0.9	-2.3	7.1	·
O=C(CCc1nc2ccccc2s1)Nc1cccnc1	-0.2	5.1	12.1	-3.0	0.3	-2.3	-0.7	-6.6
Cc1ccccc1-c1nc(NC(C)C)nc2cc(-c3ccccc3)sc12	1.1	-2.4	43.3	0.8	0.4	-9.5	-1.2	-10.1
C[C@@H]1CN([C@@H](C)CO)C(=O)c2cccc(NS(=O)(=O)c3cccs3)c2O[C@@H]1CN(C)Cc1ccc(C(=O)Nc2ccccc2N)cc1	0.1	18.4	-1.1	4.4	-0.6	54.2[16.7 µM]	-51.3	·
CN(C)C(=O)C[C@H]1CC[C@H]2[C@@H](COc3ccc(NC(=O)c4ccc(F)c(F)c4)cc3C(=O)N2C)O1	0.8	0.7	0.5	-1.5	-6.4	-3.0[16.7 µM]	15.3	10.8
NC(=O)C1CCN(C(=O)CN2CCc3ccccc32)CC1	·	-2.8	·	-4.5	0.6	-9.7	·	·
C=CCn1c(SCC(=O)NCc2cccs2)nnc1C1CCCCC1	·	-2.0	14.5	-2.7	-2.2	10.8	-7.1	6.4
O=C(CC1SC(N2CCCC2)=NC1=O)Nc1ccc(C(=O)NCc2ccc(F)cc2)cc1 (stereo unspecified)	1.8	13.7	-10.1	-1.3	2.4	-3.4	1.2	-0.6
N#C[C@@H]1[C@H](c2ccccc2)[C@@H](CO)N1C(=O)CCN1CCCCC1	1.2	-1.1	7.2	-0.1	-2.3	·	20.4	·
Cc1cc(Nc2ccccc2Cl)n2nnnc2n1	·	0.0	·	1.1	1.1	-4.8	5.2	·
CCc1cc(CNC(=O)c2cc(COc3ccc(C)nc3)on2)on1	-1.0	4.3	0.4	-3.1	0.5	3.1	-3.9	·
Cc1ccc(S(=O)(=O)Nc2ccc3c(c2)C(=O)N([C@H](C)CO)C[C@H](C)[C@@H](CN(C)Cc2ccc(C(F)(F)F)cc2)OCCCC[C@H](C)O3)cc1	7.0	-5.5	-3.2	2.9	9.5	-4.7[16.7 µM]	·	7.0
COc1ccc(S(=O)(=O)N2CCC(C(=O)NCc3cccnc3)CC2)cc1OC	2.9	·	18.2	-1.1	1.4	-3.9	12.1	-7.3
Cc1ccc(S(=O)(=O)N(C)C[C@@H]2OCCCC[C@H](C)Oc3ccc(NC(=O)Nc4cccc5ccccc45)cc3C(=O)N([C@H](C)CO)C[C@@H]2C)cc1	-6.9	-6.9	42.2	3.5	48.2	-1.1[16.7 µM]	·	10.6
COc1ccc(-n2nc3cc(C)c(NC(C)=O)cc3n2)cc1	-2.3	·	38.6	9.0	-5.9	1.4	4.6	-2.2
O=C(NCc1ccncc1)C(=O)NCC1OCCN1S(=O)(=O)c1ccccc1 (stereo unspecified)	2.4	9.6	1.8	1.8	-0.2	-3.4	-12.6	·
COCCN(CCOC)Cc1cc(=O)oc2ccccc12	0.3	4.9	1.5	-4.2	-0.4	-0.2	-0.4	-3.5
CC(NC(=O)[C@H](NC(=O)[C@@H]1Cc2ccccc2CN1)c1ccccc1)c1ccccc1 (stereo partly specified)	-2.2	-3.1	-14.9	1.9	0.4	-9.3	-2.5	·
COc1cccc(CNC(=O)N2CCN(c3ccccc3C)CC2)c1	1.0	·	-24.4	-2.9	2.3	·	-1.2	-2.2
Nc1cc(N)cc(C(=O)OCC(=O)Nc2cc(S(=O)(=O)N3CCCCC3)ccc2Cl)c1	0.3	5.4	6.9	0.4	2.1	-1.5	-16.7	9.3
Cc1ccc(C2=NCCn3c2c2ccc(C(F)(F)F)cc2[n+]3[O-])cc1	1.1	·	·	-2.5	-3.0	4.3	12.2	-9.2

4 compounds already listed, ordered by the number in PglD inh, highest first:
Compound,PglD inh
CC(NC(=O)[C@H](NC(=O)[C@@H]1Cc2ccccc2CN1)c1ccccc1)c1ccccc1 (stereo partly specified),1.9
O=C(NCc1ccncc1)C(=O)NCC1OCCN1S(=O)(=O)c1ccccc1 (stereo unspecified),1.8
Nc1cc(N)cc(C(=O)OCC(=O)Nc2cc(S(=O)(=O)N3CCCCC3)ccc2Cl)c1,0.4
COCCN(CCOC)Cc1cc(=O)oc2ccccc12,-4.2

Assay outcomes: PubChem BioAssay, Broad Institute

Compounds were not picked by outcome. Share with any hit: about 2.1%.
